Bioassay records deposited in PubChem by National Center for Advancing Translational Sciences (NCATS).
Luc counter – Counterscreen for Luciferase (Kinase-Glo TM) Inhibition | Kinase-Glo luciferase, ATP luminescence, 8 min | AID 1379, 2008 | Luciferin 4-monooxygenase (Photuris pensylvanica), Q27757 | Potency, µM (titrated, usually from 38.3 µM), without a hit: top-dose activity change, negative = inhibition, usual class: inhibitors | 200,000 compounds, 0.28% hits; further: potency means the concentration at half of the fitted maximal effect; on the % scale 0 is the no-effect control and ±100 the full control effect; nearly all actives have a fitted effect of over 60% in size
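Substrate mix (final 50 mM imidazole pH 7.2, 50 mM KCl, 7 mM MgCl2, 10 uM ATP, 0.01% Tween 20, 0.05% BSA) plus pin-tool compound, then Kinase-Glo detection mix; 8 min ambient, luminescence read.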
SMN2 splice up – qHTS Assay for Enhancers of SMN2 Splice Variant Expression; 210,000 compounds, 2.8% hits; Potency, µM (titrated, usually from 46.1 µM), inactives show top-dose activity change, positive = activation, hits mostly activators; HEK293 SMN2-luciferase splicing reporter, luminescence, 30-36 h; AID 1458, 2008; further: potency means the concentration at half of the fitted maximal effect; % of control where 0% means no effect; nearly all actives have a fitted effect of over 55% in size
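HEK293 cells carry an SMN2 […]–luciferase reporter in which exon 7 inclusion puts luciferase in frame. Cells were plated 10-12 h before compound addition, then incubated 30-36 h at 37C. ONE-Glo luminescence was read; sodium butyrate at 4.5 mM final served as control.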
Lamin A splicing – qHTS Assay for Modulators of Lamin A Splicing | HeLa LMNA splicing GFP/RFP minigene ratio, 48 h | Potency, µM (highest dose often 46.1 µM), for the others: at the highest dose ratio change, negative = inhibition, usual class: inhibitors | 200,000 compounds, 0.01% hits | AID 1487, 2009; active means well fitted inhibition curve with a large enough effect in the signal ratio, with a control signal flat, not every such curve was filed as active; inconclusive means small, poorly fitted or top-dose-only effect, or effect the other way, or a change in a side signal; the % refers to the signal ratio; further: potency means the concentration at half of the fitted maximal effect; on the % scale 0 is the no-effect control and ±100 the full control effect
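S3 HeLa stable clones carrying a lamin A-EGFP splicing minigene plus DsRed2 were seeded at 600 cells/well in Opti-MEM with 2% FBS, pin-dosed and incubated 48 h at 37°C. Acumen cytometry (488 nm) gave the GFP/RFP total-intensity ratio.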
IMPase Li inh – qHTS Assay for Identifying the Cell-Membrane Permeable IMPase Inhibitors: Potentiation with Lithium; CHO-M1 cells, IP1 TR-FRET (IP-One), carbachol + lithium; Potency, µM (series often up to 59.4 µM), for inactives: at the highest dose activity, negative = IMPase inhibition, actives largely listed as inhibitors; 210,000 compounds, 0.35% hits; AID 1457, 2008;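 further: IP1 builds up when IMPase is blocked and the TR-FRET signal falls; potency means the concentration at half of the fitted maximal effect; plate controls were basal vehicle for no effect and high inhibitor control for full effect; nearly all actives have a fitted effect of over 50% in size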
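Steps: plate 2000 CHO-M1 cells per well and culture 16–30 h; add compound and lithium; incubate 30 min, 37C; add d2-IP1 tracer and Eu cryptate anti-IP1 antibody in lysis buffer; read after 10 min at room temperature.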
HTT aggregate – qHTS Multiplex Assay to Identify Dual Action Probes in a Cell Model of Huntington: Aggregate Formation (GFP); PC12 HttQ103-GFP aggregates, Acumen cytometry, 40 h; Potency, µM (series often up to 46.1 µM), for the others: top-dose activity change, negative = inhibition, most hits filed as inhibitors; 220,000 compounds, 1.1% hits; further: potency means the concentration at half of the fitted maximal effect; on the % scale 0 is the no-effect control and ±100 the full control effect; nearly all actives have a fitted effect of over 60% in size
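Aggregates are detected as GFP objects 1–25 µm with signal 6 STDEV over background in lysates of induced PC12 cells. These carry Huntingtin exon 1 with 103 glutamines fused to GFP under an ecdysone promoter; compounds titrated.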
CBFb RUNX1 block – qHTS Assay for Compounds Blocking the Interaction Between CBF-beta and RUNX1 for the Treatment of Acute Myeloid Leukemia; Runt-related transcription factor 1 (Homo sapiens) + Core-binding factor subunit beta …; AlphaScreen CBFb-His/RUNX1-biotin binding, biochemical; Potency, µM (titrated, usually from 59.8 µM), for inactives: at the top dose activity, negative = inhibition, actives largely listed as inhibitors; 230,000 tested, under 10 active; further: % of control where 0% means no effect
Target sequence (Q01196 whole entry, looked up): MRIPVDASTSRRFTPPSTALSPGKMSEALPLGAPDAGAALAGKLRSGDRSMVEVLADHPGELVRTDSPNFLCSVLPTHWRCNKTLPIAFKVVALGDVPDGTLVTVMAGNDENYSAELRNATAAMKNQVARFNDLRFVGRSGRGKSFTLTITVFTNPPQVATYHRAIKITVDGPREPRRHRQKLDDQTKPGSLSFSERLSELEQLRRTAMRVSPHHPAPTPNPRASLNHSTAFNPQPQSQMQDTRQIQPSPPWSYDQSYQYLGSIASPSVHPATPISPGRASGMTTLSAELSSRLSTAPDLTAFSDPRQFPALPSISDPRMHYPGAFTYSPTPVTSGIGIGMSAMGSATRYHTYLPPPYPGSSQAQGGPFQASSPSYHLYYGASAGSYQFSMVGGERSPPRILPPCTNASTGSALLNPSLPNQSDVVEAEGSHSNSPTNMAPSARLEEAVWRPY
Target sequence (Q13951 whole entry, looked up): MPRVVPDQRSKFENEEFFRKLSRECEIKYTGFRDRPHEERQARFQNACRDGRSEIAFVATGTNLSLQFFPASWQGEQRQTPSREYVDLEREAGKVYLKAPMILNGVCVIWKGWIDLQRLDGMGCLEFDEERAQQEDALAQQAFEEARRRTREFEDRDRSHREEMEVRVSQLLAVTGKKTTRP
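CBFb-His/RUNX1-biotin, 30 nM each, preincubated 20 min RT; compound 15 min RT; Ni + streptavidin beads 50 ng each, 90 min RT; AlphaScreen read.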
HTT cytoprotect – qHTS Multiplex Assay to Identify Dual Action Probes in a Cell Model of Huntington: Cytoprotection (ATP). Potency, µM (series often up to 56.4 µM), without a hit: cytoprotection (ATP increase), usual class: activators. PC12 HTT-Q103 induced, cytoprotection, ATP luminescence, 40 h. 230,000 compounds, 0.14% hits;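 further: potency means the concentration at half of the fitted maximal effect; % of control where 0% means no effect; nearly all actives have a fitted effect of over 45% in size; toxic huntingtin expression switched on by the ecdysone agonist tebufenozide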
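Rat PC12, Q103 Htt exon1-GFP fusion, ecdysone promoter; tebufenozide inducer 100 nM final; compound titration; qHTS, 1500 cells/well; ATPlite luminescent read.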
* marks the source's active call; other numbers are inactive results; ? = inconclusive; . = not tested or not shown; & = joins results of further samples; [ ] = another dose, or the depositor's remark. Unless noted, the call rests on the fitted dose curve; in most records, active means well fitted curve in the direction sought with a large enough effect; inconclusive means small, poorly fitted or top-dose-only effect, or another doubt; inactive means no such curve, though single readings can be large; an effect the other way counts as inactive or inconclusive.

compound	HTT cytoprotect	IMPase Li inh	Lamin A splicing	CBFb RUNX1 block	SMN2 splice up	HTT aggregate	Luc counter
CCOC(=O)c1ccc(CNC(=O)CSc2nc(NC(=O)c3ccccc3)c3c(C)c(C)oc3n2)cc1	10%	-8%[38.3 µM]	12%	3%	4%	-4%	-2%
O=C(Nc1cc(C(F)(F)F)ccc1Cl)c1ccc(NC(=O)C(F)(F)F)cc1	27%[10 µM]	7%	?	4%	7%	-8%	0%
C#CCOCCOCCOCCNc1nc(N2CCN(C(=O)C([C@@H](C)CC)n3cc(C(N)CO)nn3)CC2)nc(N2CCN(C(=O)[C@H](CCC(=O)O)n3cc(C(N)CC(C)C)nn3)CC2)n1 (some centres not stated)	-18%[10 µM]	-7%	.	7%	.	-15%[9.22 µM]	.
COc1ccc(C[C@H]2CN3C(=NC[C@@H]3Cc3ccccc3)N2CCNC(=O)CCC2CCCCC2)cc1	-31%[10 µM]	2%	.	5%	.	-16%[9.22 µM]	.
COc1ccc(-n2nnnc2SCC(=O)Nc2nnn(C)n2)cc1	8%	36%[activator][38.3 µM]	6%	2%	-2%	?	1%
O=S(CC(O)COCc1ccc(Cl)cc1)c1ccccn1 (configuration not stated)	-2%[10 µM]	13%[38.3 µM]	-4%	8%	19%	6%	2%
COc1ccc(OC)c(C2CC(=O)N3CN(c4cccc(Cl)c4)CSC3=C2C#N)c1 (configuration not stated)	-22%	6%[38.3 µM]	4%	-1%	9%	-10%	3%
Cn1cccc1/C=C1/SC(=O)N(CC(=O)N2CCCC2)C1=O	-27%	5%	25%[46 µM]	-3%	-33%[inhibitor]	-14%	-3%
Cc1nn(C)c(C)c1S(=O)(=O)N1CCC(C(=O)NC2CCCc3ccccc32)CC1 (configuration not stated)	-7%	2%[38.3 µM]	-6%	1%	-2%	-3%	-3%
Cc1nc(N2CCN(C)CC2)c2sc(=S)n(C)c2n1	4%	-11%[38.3 µM]	0%	-3%	-10%	-13%	-3%
Cc1cccc(/C=C/c2nc3ccccc3c(=O)[nH]2)c1	-28%[10 µM]	5%	?	5%	4.5µM*	-13%[9.22 µM]	-20%
CCOc1nc(Nc2ccc(OC)c(Cl)c2)nc(N2CCN(c3ccc(OC)cc3)CC2)n1	4%	23%[38.3 µM]	16%	-6%	-9%	1%	-1%

Molecules from the list above containing an aryl methoxy group (4):
compound	HTT cytoprotect	IMPase Li inh	Lamin A splicing	CBFb RUNX1 block	SMN2 splice up	HTT aggregate	Luc counter
COc1ccc(C[C@H]2CN3C(=NC[C@@H]3Cc3ccccc3)N2CCNC(=O)CCC2CCCCC2)cc1	-31%[10 µM]	2%	.	5%	.	-16%[9.22 µM]	.
COc1ccc(-n2nnnc2SCC(=O)Nc2nnn(C)n2)cc1	8%	36%[activator][38.3 µM]	6%	2%	-2%	?	1%
COc1ccc(OC)c(C2CC(=O)N3CN(c4cccc(Cl)c4)CSC3=C2C#N)c1 (configuration not stated)	-22%	6%[38.3 µM]	4%	-1%	9%	-10%	3%
CCOc1nc(Nc2ccc(OC)c(Cl)c2)nc(N2CCN(c3ccc(OC)cc3)CC2)n1	4%	23%[38.3 µM]	16%	-6%	-9%	1%	-1%

The results go on:
compound	HTT cytoprotect	IMPase Li inh	Lamin A splicing	CBFb RUNX1 block	SMN2 splice up	HTT aggregate	Luc counter
CC1CC1c1ccc(/C=C(\C#N)C(=O)Nc2cccc(Cl)c2Cl)o1 (configuration not stated)	-16%[10 µM]	5%	?	-6%	10%	6%	0%
COc1ccc(N2CCN(C(=O)CCc3c[nH]c4ccccc34)CC2)cc1	.	3%	.	-10%	13%	27%	0%
COCC(=O)Nc1nc(-c2ccc([N+](=O)[O-])cc2)cs1	-25%	-2%	.	-8%	3%	1%	0%
COc1cc(Nc2nc(SCC#N)nc3ccccc23)cc(OC)c1OC	-7%[0.074 µM]	-2%[38.3 µM]	-3%	4%	8%	0%	-3%
CC(=O)N/N=C(\C)c1ccc(Br)cc1Br	-34%	-3%	.	4%	.	-17%	-2%
CC(=O)N1CCN(Cc2nc3cc(NC(=O)Nc4ccccc4)ccc3n2C)CC1	5%[10 µM]	8%	8%[46 µM]	-2%	5%	-4%	-3%
COc1ccc(NC(=O)Cc2c(Sc3ccccc3)c3ccccc3n2C)cc1	28%[10 µM]	-1%	-5%	0%	-5%	23%	-1%
N/C(=N\S(=O)(=O)c1cc(C(F)(F)F)cc(C(F)(F)F)c1)c1ccc(Cl)cc1	9%[10 µM]	.	?	10%	.	-8%[9.22 µM]	.
Cn1cnnc1SC1CCCCC1NS(=O)(=O)c1ccccc1 (configuration not stated)	-4%	-10%[38.3 µM]	-6%	5%	2%	8%	1%
COC(=O)c1ccc2c(c1O)C(=O)c1ccccc1C2=O	-25%	34%[activator][38.3 µM]	-6%	-22%	-8%	-19%	-8%
CCONC(=O)Nc1ccccc1[N+](=O)[O-]	9%[10 µM]	.	-11%	-4%	.	6%	.
Cc1ccccc1CN1CCN(CC(=O)NCc2ccccn2)C1=O	3%	32%[38.3 µM]	-1%	11%	-2%	2%	2%
COc1ccc(-n2c(-c3ccco3)nc3c(cnn3-c3ccc(C)cc3)c2=O)cc1	-3%[10 µM]	.	.	8%	-12%	14%[9.22 µM]	.
C/C(=N\NC(=O)c1cc(C(C)C)[nH]n1)c1ccco1	-44%[10 µM]	4%	?	4%	2.8µM*	0%	8.9µM*
CC(C)N1CCC(N2CCN(Cc3cccnc3)CC2CCO)CC1 (configuration not stated)	8%	3%	.	4%	.	6%	2%
Cc1oc(-c2ccccc2F)nc1CS(=O)(=O)CC(=O)N1CCN(c2ccccc2)CC1	-27%	4%[38.3 µM]	?	-1%	-35%&-26%[inhibitor]	?	-1%
CCCCNC(=O)C(=O)NC(C)CCc1ccccc1 (configuration not stated)	-11%	3%[38.3 µM]	12%	8%	-5%	22%	-2%
CCC(C)(C)n1nnnc1C(c1ccc(OC)c(OC)c1)N1CCN(c2ccccc2)CC1 (configuration not stated)	-12%	35%[activator][38.3 µM]	10%	-7%	-20%	-13%	-2%
Cc1sc(NC(=O)Nc2ccccc2)c(C(N)=O)c1C	-1%[10 µM]	9%	.	-5%	.	-5%[9.22 µM]	-3%
CC(C)n1c(SCC(=O)N2CCN(C(=O)c3ccco3)CC2)nc2c1c(=O)n(C)c(=O)n2C	-1%[10 µM]	.	.	5%	.	15%[9.22 µM]	.
[O-][n+]1c2c(nn1-c1ccc(Cl)c(Cl)c1)-c1nonc1CC2	-24%	0%	7%[9.22 µM]	9%	0%	9%	1%
N#Cc1ccc(C(=O)Nc2ccc(S(=O)(=O)NC3=NCCCCC3)cc2)cc1	19%	-10%[38.3 µM]	?	-1%	-36%[inhibitor]	4%[9.22 µM]	2%
CCOC(=O)CC(=O)CSc1nc2ccc(C)cc2cc1C#N	-89%[inhibitor][10 µM]	9%[38.3 µM]	-8%	-11%	25µM*	-11%	-3%
CN(C)C(=O)CSc1nc(-c2ccccc2)c(-c2ccccc2)o1	-36%[inhibitor]	22%	11%[46 µM]	1%	-16%	10%[9.22 µM]	0%
Cc1ccc(C)c(NC(=O)C(C)CC2COCCO2)c1 (configuration not stated)	-8%	0%[38.3 µM]	1%	1%	-18%	11%	-2%
CCC(C(=O)OCC(=O)Nc1c(C)n(C)n(-c2ccccc2)c1=O)c1ccccc1 (configuration not stated)	1%	18%[38.3 µM]	7%	8%	-12%	-5%	-3%
CCOc1ccccc1NC(=O)Cn1c(-c2ccc(Cl)cc2)noc1=O	6%[10 µM]	.	.	8%	.	7%[9.22 µM]	.
O=C1OCCN1C(=O)[C@H]1[C@H](c2ccc([N+](=O)[O-])cc2)C(c2ccc(F)cc2)=NN1c1ccc(Br)cc1	-109%[inhibitor][40.3 µM]	-12%	.	?	.	.	2%[39.9 µM]
N#C/C(=C\c1ccccc1C(F)(F)F)C(=O)Nc1ccccc1F	15%[0.074 µM]	6%	-3%	3%	-1%	2%	2%
COc1ccc(NC(=S)N2CCCC(CO)C2)c(OC)c1 (configuration not stated)	.	3%	6%	6%	8%	11%	3%
COC(=O)[C@H](Cc1ccccc1)NC(=O)Nc1ccc(C)cc1	-53%[inhibitor]	41%[activator][38.3 µM]	5%	-2%	?	7%	-6%
CC(C)[C@H](NC(=O)c1ccccc1)C(=O)OCC(=O)NCCC1=CCCCC1	.	-4%	20%	3%	-5%	2%	1%
Cc1ccccc1Nc1scc(-c2ccc(Cl)cc2)[n+]1-c1ccccc1C	-14%	11%	?	?	-62%[inhibitor]	-11%	-1%
Cc1nnc(SCC(=O)NCc2ccco2)n1-c1ccc(F)cc1	-6%[10 µM]	1%	-5%	7%	13%	-1%	1%
COc1ccc(CN2C(=O)NC3(CCCCCC3)C2=O)cc1F	-9%[0.074 µM]	1%[38.3 µM]	?	1%	10%	-14%	-3%
